# High-throughput results as filed in PubChem BioAssay.
# KB-V1 cytotox: kills drug-selected multidrug resistant KB-V1 cells. KB-V1 MDR cells viability, CellTiter-Glo, 72 h. Potency, µM (highest dose often 46.1 µM), for the others: top-dose activity change, negative = cytotoxicity, most hits filed as cytotoxic. 400,000 compounds, 3.4% hits. AID 1347076; further: potency means the concentration at half of the fitted maximal effect; on the % scale 0 is the no-effect control and ±100 the full control effect; nearly all actives have a fitted effect of over 60% in size
#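 Drug-selected KB-V1 cells, grown in DMEM lacking phenol red with 10% FBS, receive compound titrations; after three days at 37 degrees C, surviving cell ATP is quantified by CellTiter-Glo luminescence and responses normalized and curve-fitted.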
# D3 ag: agonists of human D3 dopamine receptor. D3R DiscoveRx beta-arrestin cells, luminescence, 90 min. max activation, %. 410,000 compounds, 0.58% hits. AID 652048; in the data active means max activation above about 30%; further: 0% is about no effect; mostly tested at two doses, the higher about 12 µM
#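 Agonist-mode cell screen: cells plated at 1500/well and incubated overnight at 37 °C, then exposed to library compounds for 90 min at 37 °C. Detection reagent was added for 30–60 min at room temperature, and luminescence was read.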
# TDP43 rescue: inhibitors of TDP-43 toxicity in yeast; 410,000 compounds, 1.8% hits; TDP-43 expressing yeast growth rescue, BacTiter-Glo, 24 h; Potency, µM (doses to about 46.1 µM), for the others: at the top dose growth rescue (activation), most hits filed as activators; AID 652104; further: potency means the concentration at half of the fitted maximal effect; % of control where 0% means no effect; nearly all actives have a fitted effect of over 50% in size
#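 Readout is BacTiter-Glo luminescence of cell growth, so inhibitors register as activators. TDP-43-expressing yeast at OD600=0.02 in galactose medium, after raffinose pregrowth to mid-log, were incubated with compound for 24 hr at 30 deg C.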
# D3 antag: blocks the human D3 dopamine receptor; D3R cells, DiscoveRx beta-arrestin luminescence, antagonist mode; stronger effect = lower value; max response, negative = inhibition, %; P35462; 360,000 compounds, 2.5% hits; AID 652054; in the data active means max response below about -50%; inconclusive means no clear call, values can overlap the other calls; further: on the % scale 0 is the no-effect control and ±100 the full control effect; mostly tested at two doses, the higher about 12 µM
#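 Cells plated overnight at 1500 cells/well, then exposed to library compounds with dopamine controls for 90 minutes at 37 degrees C. DiscoveRx reagent added for 30–60 minutes at room temperature; luminescence read, quantitative HTS format.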
# GLP1R inv ag: inverse agonists of human GLP-1 receptor. P43220. HEK293 GLP-1R CRE-luciferase, luminescence, 24 h; GLP-1R form is constitutively active. Potency, µM (top dose mostly 38.3 µM), for inactives: top-dose activity change, negative = inhibition, usual class: inhibitors. 410,000 compounds, 1.6% hits. AID 624417; further: potency means the concentration at half of the fitted maximal effect; on the % scale 0 is the no-effect control and ±100 the full control effect; nearly all actives have a fitted effect of over 55% in size
# Target sequence (P43220 whole entry, looked up): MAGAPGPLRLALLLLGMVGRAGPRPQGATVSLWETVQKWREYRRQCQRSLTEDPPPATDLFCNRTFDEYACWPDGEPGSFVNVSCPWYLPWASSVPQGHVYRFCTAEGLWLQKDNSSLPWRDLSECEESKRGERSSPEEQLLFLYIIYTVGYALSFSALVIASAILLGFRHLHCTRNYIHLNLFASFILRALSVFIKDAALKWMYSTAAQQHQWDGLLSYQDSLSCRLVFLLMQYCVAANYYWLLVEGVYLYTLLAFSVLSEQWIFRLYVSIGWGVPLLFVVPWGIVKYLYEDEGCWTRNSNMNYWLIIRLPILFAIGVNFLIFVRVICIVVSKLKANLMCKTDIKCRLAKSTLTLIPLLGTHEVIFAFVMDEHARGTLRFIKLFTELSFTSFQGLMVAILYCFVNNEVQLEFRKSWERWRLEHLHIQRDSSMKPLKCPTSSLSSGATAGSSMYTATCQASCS
#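 Readout was luciferase luminescence, measured 12 min after detection reagent at room temperature. Beforehand, GLP-1R reporter HEK293 cells had sat 12 h, then received compounds for 24 hr at 37 deg C.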
# aSyn rescue: rescues yeast growth from alpha-synuclein toxicity; Yeast expressing alpha-synuclein, growth rescue, BacTiter-Glo, 24 h; Potency, µM (series often up to 46.1 µM), for the others: top-dose growth rescue (activation), usual class: activators; 370,000 compounds, 0.14% hits; AID 652106; further: potency means the concentration at half of the fitted maximal effect; % of control where 0% means no effect; nearly all actives have a fitted effect of over 65% in size
#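 Rescue of yeast growth: cells expressing toxic alpha-synuclein, induced in galactose at OD600 0.02, incubated with compound 24 h at 30 C. ATP luminescence quantified growth; inhibitors of toxicity appear as activators.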
# GLP1R ag: GLP-1 receptor (human) agonism | AID 624172 | Potency, µM (titrated, usually from 45.6 µM), without a hit: at the top dose activation, usual class: activators | 380,000 compounds, 0.007% hits | HEK293 GLP-1R CRE-luciferase, luminescence, 4-6 h; cells express a hypersensitive GLP-1R form | P43220; further: potency means the concentration at half of the fitted maximal effect; % of control where 0% means no effect
# PTHR1 ag: activates the human parathyroid hormone receptor PTHR1. AID 743266. HEK293 GP2 PTHR1 cells, GloSensor cAMP luminescence, 1 h. Q03431. 410,000 compounds, 0.075% hits. Potency, µM (doses to about 115 µM), inactives show top-dose activation, hits mostly activators; further: potency means the concentration at half of the fitted maximal effect; nearly all actives have a fitted effect of over 55% in size; some results filed as inactive show a strong effect at the top dose; inactives centre near -15; many of its hits are not listed in these tables
#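 HEK-293-derived GP2 cells expressing PTHR1 and a GloSensor cAMP reporter, 3,000/well, plated overnight, given luciferin plus IBMX (each 0.5 mM as added) for 1 h at 37 °C, then compound for 1 h at 37 °C. Luminescence was read after 15 min at room temperature.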
# HEK293 tox: cytotoxicity counter-screen for GLP-1 receptor inverse agonists. HEK293 cAMP-luciferase reporter cells, luminescence, 24 h. Potency, µM (doses to about 38.3 µM), without a hit: at the highest dose activity change, negative = inhibition, most hits filed as inhibitors. 410,000 compounds, 0.13% hits;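 further: loss of luciferase light is scored as toxicity; potency means the concentration at half of the fitted maximal effect; on the % scale 0 is the no-effect control and ±100 the full control effect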
#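 Quantitative HTS format, 1536 wells, 200 cells/uL seeded. Compounds: 23 nL, 24 h, 37 °C. Detection: luciferase reagent, luminescence at 12 min RT; decreased signal taken as cytotoxic.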
# Active calls of the source: *; i = inactive; ? = inconclusive; . = no result given; & = joins results of further samples; [ ] = remark or other dose. Unless noted, the call rests on the fitted dose curve; in most records, active means well fitted curve in the direction sought with a large enough effect; inconclusive means small, poorly fitted or top-dose-only effect, or another doubt; inactive means no such curve, though single readings can be large; an effect the other way counts as inactive or inconclusive. This is a subset; the hit share may differ from the screen's.
Structure | KB-V1 cytotox | aSyn rescue | PTHR1 ag | D3 antag | D3 ag | GLP1R inv ag | HEK293 tox | TDP43 rescue | GLP1R ag
Cc1cccc2cc(CN(Cc3ccco3)S(=O)(=O)c3ccc4c(c3)OCCO4)c(=O)[nH]c12 | -14% | -1% | i | 10 | -26 | -4% | ? | -17% | -7%
CC(=O)N(CCC1(c2ccc(C)cc2)CCOC(C(C)C)C1)Cc1ccco1 (stereo not given) | -2% | 10% | -15% | -15 | -1 | ? | -15% | -11% | 27%
CCn1cc(C(=O)N(C)CC(OC)OC)c(=O)c2cc(S(=O)(=O)N3CCOCC3)ccc21 | ? | -8% | i | -3 | 8 | 2% | 1% | 14% | -1%
Cc1cc(C)cc(NC(=O)c2ccc3c(O)c(S(=O)(=O)c4ccccc4)c(=O)[nH]c3c2)c1 | 18% | . | -22% | . | -11 | 13% | -2% | 6% | .
NC(=O)c1cc2cc(Br)ccc2oc1=NCc1ccccc1 | -27% | 0% | -5% | ? | -9 | 14% | 15% | 0% | -2%
CCOc1ccc(Cl)cc1CNc1nnnn1CC | 3% | -2% | -22% | -25 | -5 | 14% | 1% | -7% | -6%
COc1ccccc1N1C(=NC(=O)CCc2ccccc2)SC2CS(=O)(=O)CC21 (stereo not given) | -15% | -2% | i | -4 | -2 | 17% | -9% | 2% | 0%
Cn1cccc1-c1cc(C(=O)N/N=C/C=C/c2ccccc2)[nH]n1 | -17% | -10% | -8% | 18 | -1 | ? | -11% | 4% | 11%
Cc1ccccc1C(=O)NCCOc1ccccc1Cl | 1% | 2% | -26% | 10 | 4 | ? | 9% | -15%[1.82 µM] | 21%
COc1cccc(NC(=O)CCNS(=O)(=O)c2ccc3c(c2)oc(=O)n3C)c1 | ? | 0% | 20% | 6 | 12&3 | 6%&-2% | 18%&7% | -5%&25% | 1%
COCCNC(=O)C1CCCN(C(=O)c2ccc(C(F)(F)F)nc2C)CC1 (stereo not given) | 6% | -3% | i | -19 | 1 | 29% | -2% | 18% | 2%
C[C@@H](CN=[N+]=[N-])CN1CC[C@H](O)CCC1=O | -4%&-1% | -3% | 3% | 4 | -7 | 3% | 1% | -4% | -5%
O=C(Cn1cc(SCc2ccc(Br)cc2)c2ccccc21)N1CCCCC1 | . | . | -15% | . | -1 | -18% | 2% | 0% | .
CC(=O)N1CCN(C(=O)c2cc(-c3ccc(C)o3)nc3ccccc23)CC1 | ? | -14% | -11% | 10 | 5 | 46%[activator] | 100%[activator] | -22% | 6%
O=C(Nc1cccc(S(=O)(=O)N2CCOCC2)c1)c1ccccn1 | -6% | -5% | -22% | 8 | 0 | -3% | -6% | 9% | 7%
CCOC(=O)C1=CCC(c2cc3ccc(OC)cc3n2C(=O)OC(C)(C)C)NC1 (stereo not given) | -22% | 1% | -21% | 8 | -10 | ? | 1% | -2% | .
O=C(N/N=C/c1cccc([N+](=O)[O-])c1)c1ccncc1 | 14% | 3% | i | 5 | -5 | 16% | -3% | -2% | 5%
CCOC(=O)c1ccc(-c2ccc(/C=C(\C#N)C(=O)Nc3ccc(OCC)cc3)o2)cc1 | 1% | . | i | . | 2 | 1% | -1% | 0% | .
COc1cccc(N2CCN(S(=O)(=O)c3ccc(-n4cnnn4)cc3)CC2)c1 | 18% | 0%&4% | -28% | 0 | -17&5 | 4%&20% | -5%&5% | -10%&0% | 0%
COc1ccc(CCNC(=O)COc2ccc3c(c2)OCO3)cc1 | 2% | 0% | -19% | -6 | 5 | -7% | -11% | ? | 5%
Cc1nn(CC(C)C)c(Cl)c1C(=O)N(C)CC(=O)Nc1ccc(Cl)cc1 | ? | ? | -21% | 0 | -8 | ? | -3% | 12% | -3%
COc1ccc(C(C(=O)NC2CCCC2)N(Cc2ccc(C)cc2)C(=O)c2ccn[nH]2)cc1OC (stereo not given) | 6% | 0% | i | -26 | -1 | 0% | 8% | -13% | -7%
O=C(C1CC1)N1CCN(c2nc3ccccc3s2)CC1 | ? | 12% | 9%[57.5 µM] | -14 | -11 | 41%[activator] | 2% | -8% | -1%
COc1ccc(NC2=NCC(=O)N2c2ccccc2F)c(OC)c1 | 16% | 6% | i | -3 | -2 | 24% | 7% | 11% | 3%

# Reformatted: entries from further up
COc1cccc(NC(=O)CCNS(=O)(=O)c2ccc3c(c2)oc(=O)n3C)c1
- KB-V1 cytotox: ?
- aSyn rescue: 0%
- PTHR1 ag: 20%
- D3 antag: 6
- D3 ag: 12&3
- GLP1R inv ag: 6%&-2%
- HEK293 tox: 18%&7%
- TDP43 rescue: -5%&25%
- GLP1R ag: 1%
CCOC(=O)C1=CCC(c2cc3ccc(OC)cc3n2C(=O)OC(C)(C)C)NC1 (stereo not given)
- KB-V1 cytotox: -22%
- aSyn rescue: 1%
- PTHR1 ag: -21%
- D3 antag: 8
- D3 ag: -10
- GLP1R inv ag: ?
- HEK293 tox: 1%
- TDP43 rescue: -2%
- GLP1R ag: .
CC(=O)N(CCC1(c2ccc(C)cc2)CCOC(C(C)C)C1)Cc1ccco1 (stereo not given)
- KB-V1 cytotox: -2%
- aSyn rescue: 10%
- PTHR1 ag: -15%
- D3 antag: -15
- D3 ag: -1
- GLP1R inv ag: ?
- HEK293 tox: -15%
- TDP43 rescue: -11%
- GLP1R ag: 27%
Cc1ccccc1C(=O)NCCOc1ccccc1Cl
- KB-V1 cytotox: 1%
- aSyn rescue: 2%
- PTHR1 ag: -26%
- D3 antag: 10
- D3 ag: 4
- GLP1R inv ag: ?
- HEK293 tox: 9%
- TDP43 rescue: -15%[1.82 µM]
- GLP1R ag: 21%
